Screening results (PubChem)
RAD52 inh: RAD52 (human) annealing inhibition. P43351. recombinant RAD52 DNA annealing, FRET fluorescence. AID 651710. actives 0.46% (n = 360,000). inhibition, % at 18.7 µM;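 active = every replicate showing at least 50% inhibition; inconclusive = mean inhibition at least 50% but not in every replicate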
E-sel inducer: E-selectin induction on HUVECs; actives 0.37% (n = 260,000); HUVEC E-selectin immunofluorescence imaging; normalized: neutral wells 0, TNF-alpha wells 100; P16581; activation, % at 7.58 µM; AID 686992;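 active = mean E-selectin-positive cell signal at least 10% of the positive control, reached in at least 60% of replicates, without over 20% cell loss; inconclusive = no rule given, readout overlaps actives, possibly toxicity-flagged; inactive = the rest, including those meeting only one limit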;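 also: in these data hits start at about 27%; measured in HUVEC primary endothelial cells; signal is the percent of cells scored E-selectin positive by PE staining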
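material = human umbilical vein endothelial cells (HUVEC), E-selectin induction | quantity = 3,000 cells/well | medium = EGM-2 growth medium on 0.1% gelatin-coated wells | technique = immunofluorescence imaging | read-out basis = % PE-positive cells | control set = TNF-alpha positive control, DMSO neutral control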
esBAF inh: inhibitors of esBAF chromatin remodeling in mouse ES cells. Bmi1-luciferase knock-in reporter, 24 h; 100% = twice the neutral-well signal. actives 2% (n = 350,000). reporter increase, % at 12.5 µM; in the data active = activation above about 40%; inconclusive = no clear call, values can overlap the other calls;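 also: 0% = median of the plate's neutral control wells and 100% = double that signal; a rise in the Bmi1 reporter signal indicates esBAF inhibition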
CASP6 VEID inh: inhibitors of human caspase-6; inhibition, % at 12.5 µM; purified caspase-6, Z-VEID-R110 cleavage fluorescence; AID 686996; actives 0.53% (n = 350,000); P55212;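 active = mean inhibition across replicates at least about 35%, with every replicate also reaching that limit, limit read from the data; inconclusive = only one of the two criteria met; inactive = neither criterion met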;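 also: 0% = median of neutral control wells and 100% = no fluorescence left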
Target sequence (P55212 24-179 limits assumed): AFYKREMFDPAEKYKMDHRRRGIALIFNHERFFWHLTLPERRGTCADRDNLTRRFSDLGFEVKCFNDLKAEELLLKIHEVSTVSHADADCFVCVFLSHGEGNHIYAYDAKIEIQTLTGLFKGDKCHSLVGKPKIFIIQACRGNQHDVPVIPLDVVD
Target sequence (P55212 194-293 limits assumed): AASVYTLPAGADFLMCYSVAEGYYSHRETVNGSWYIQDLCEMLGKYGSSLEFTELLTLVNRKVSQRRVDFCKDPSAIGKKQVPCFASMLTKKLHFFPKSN
PglD inh: inhibitors of Campylobacter jejuni PglD acetyltransferase; actives 0.098% (n = 360,000); purified PglD enzyme, DTNB colorimetric CoA detection; inhibition, % at 12.5 µM; in the data active = inhibition above about 16%, passing the limit was not always enough; inconclusive = no clear call, values can overlap the other calls; also: strong numbers were not always called active
ERp5 inh: ERp5 (human) disulfide isomerase inhibition | ERp5 insulin aggregation, absorbance 650 nm, 90 min | actives 0.05% (n = 350,000) | Q15084 | inhibition, % at 9.99 µM;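 active = mean replicate inhibition above about 25%, with every replicate also reaching it, limit read from the data, passing the limit was not always enough; inconclusive = only one of those two criteria met; inactive = neither criterion met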
Target sequence (Q15084 whole entry, looked up): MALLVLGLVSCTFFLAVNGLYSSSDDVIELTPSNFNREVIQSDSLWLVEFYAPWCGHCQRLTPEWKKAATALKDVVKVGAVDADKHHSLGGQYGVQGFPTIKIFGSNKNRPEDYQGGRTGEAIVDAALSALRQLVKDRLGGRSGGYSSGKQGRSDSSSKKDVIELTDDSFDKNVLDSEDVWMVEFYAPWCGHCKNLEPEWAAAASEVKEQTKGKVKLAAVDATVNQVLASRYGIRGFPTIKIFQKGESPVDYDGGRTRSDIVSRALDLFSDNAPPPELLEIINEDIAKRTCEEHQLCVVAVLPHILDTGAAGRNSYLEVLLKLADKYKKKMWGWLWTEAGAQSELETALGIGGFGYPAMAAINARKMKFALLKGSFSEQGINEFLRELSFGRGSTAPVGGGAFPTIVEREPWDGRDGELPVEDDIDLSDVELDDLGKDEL
ARNT-TACC3 inh: disruptors of human ARNT/TACC3 interaction | actives 0.66% (n = 390,000) | AlphaScreen His-ARNT PAS-B/GST-TACC3 binding, luminescence; TACC3 fragment carries E629A point mutation | AID 623870 | inhibition, % at 9.99 µM;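 active = mean inhibition of replicates at least 50% and at least half of replicates each reaching 50%; inconclusive = half or more replicates reach 50% but mean below 50%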;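 also: 0% = complete ARNT plus TACC3 wells and 100% = ARNT alone without TACC3; many hits fall short of the cut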
RAD54 branch: blocks human RAD54 Holliday junction branch migration. Q92698. FAM/BHQ fluorescence. inhibition, % at 10.4 µM. actives 0.14% (n = 360,000). AID 602329;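 active = mean normalized replicate activity at least 40 and at least half of replicates scoring 40 or more; inconclusive = only one of the two criteria met; inactive = mean below 40 and under half of replicates reaching 40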;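 also: 0% = median of neutral control wells and 100% = median of positive control wells; inhibitors cause a drop in the FAM fluorescence signal; in these data hits start at about 50%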
An asterisk follows results filed as active; ? = inconclusive; / = not tested or not shown.

Short keys: A = RAD52 inh; B = E-sel inducer; C = esBAF inh; D = CASP6 VEID inh; E = PglD inh; F = ERp5 inh; G = ARNT-TACC3 inh; H = RAD54 branch
COC(=O)CCc1ccc(OCC(O)CNC(C)C)cc1 (centres undefined)
  A: -6	B: -0.2	C: 1	D: 5	E: -3	F: 0	G: -1	H: -1

NC1=NC2(CCCCC2)N(c2ccc(F)cc2F)C(N)=N1
  A: -7	B: 522*	C: /	D: -2	E: /	F: 0	G: /	H: /

O=C(Cc1ccccc1)NCC1COc2ccccc2O1 (centres undefined)
  A: -10	B: /	C: /	D: 1	E: /	F: 0	G: -1	H: /

O=C(c1ccccc1)N1CC[C@@H]2[C@H](CO)Nc3ccc(-c4ccc(F)cc4)cc3[C@@H]21
  A: /	B: -0.5	C: -4	D: /	E: 6	F: /	G: -1	H: -5

Cc1cc(C)cc(N(CC(=O)NC(C)(C)C)C(=O)CCC(=O)Nc2nccs2)c1
  A: 2	B: 0.0	C: 0	D: 0	E: 9	F: -1	G: 6	H: -5

CCc1nnc(NC(=O)C(c2ccccc2)c2ccccc2)s1
  A: -9	B: 0.7	C: -15	D: -3	E: 0	F: 0	G: -2	H: 3

CCn1c(Cc2ccc(OC)cc2)nnc1SCC(=O)Nc1ccc(N2CCOCC2)cc1
  A: -5	B: -0.1	C: 1	D: 0	E: -4	F: 6	G: -8	H: -2

Cc1[nH]nc2c1C(c1ccco1)C(C#N)=C(N)O2 (centres undefined)
  A: -15	B: 114*	C: -2	D: 1	E: 4	F: 8	G: 37	H: 8

O=C1NC(=O)C([N+](=O)[O-])=C(O)C1=O
  A: -11	B: /	C: /	D: 0	E: -3	F: 6	G: /	H: -3

CCN(CC(=O)NC(C)(C)C)C(=O)c1ccccc1SCC(=O)NC1CCCCCCC1
  A: 6	B: /	C: 2	D: -76	E: 1	F: -6	G: 8	H: 0

Structures listed so far that have a carbonyl joined to an NH by a bond outside any ring:
Short keys: A = RAD52 inh; B = E-sel inducer; C = esBAF inh; D = CASP6 VEID inh; E = PglD inh; F = ERp5 inh; G = ARNT-TACC3 inh; H = RAD54 branch
O=C(Cc1ccccc1)NCC1COc2ccccc2O1 (centres undefined)
  A: -10	B: /	C: /	D: 1	E: /	F: 0	G: -1	H: /

Cc1cc(C)cc(N(CC(=O)NC(C)(C)C)C(=O)CCC(=O)Nc2nccs2)c1
  A: 2	B: 0.0	C: 0	D: 0	E: 9	F: -1	G: 6	H: -5

CCc1nnc(NC(=O)C(c2ccccc2)c2ccccc2)s1
  A: -9	B: 0.7	C: -15	D: -3	E: 0	F: 0	G: -2	H: 3

CCn1c(Cc2ccc(OC)cc2)nnc1SCC(=O)Nc1ccc(N2CCOCC2)cc1
  A: -5	B: -0.1	C: 1	D: 0	E: -4	F: 6	G: -8	H: -2

CCN(CC(=O)NC(C)(C)C)C(=O)c1ccccc1SCC(=O)NC1CCCCCCC1
  A: 6	B: /	C: 2	D: -76	E: 1	F: -6	G: 8	H: 0

(cont.)
Short keys: A = RAD52 inh; B = E-sel inducer; C = esBAF inh; D = CASP6 VEID inh; E = PglD inh; F = ERp5 inh; G = ARNT-TACC3 inh; H = RAD54 branch
CCOC(=O)COc1ccc(C(=O)c2ccccc2)c(O)c1
  A: /	B: /	C: -5	D: /	E: 3	F: /	G: -34	H: -6

Cc1ccc(CN2CCNC(=O)C2CC(=O)N(C)CCc2ccccc2)cc1 (centres undefined)
  A: -23	B: 2.2	C: -2	D: -3	E: 11	F: 1	G: -19	H: 2

O=C(NCCNc1nccc(C(F)(F)F)n1)c1cccs1
  A: -8	B: /	C: -5	D: -1	E: -8	F: -2	G: -5	H: -11

CCOC(=O)C(NC(C)=O)(NC(C)C)C(F)(F)F (centres undefined)
  A: -7	B: 1.3	C: -6	D: 4	E: -5	F: -2	G: -5	H: -15

Cc1nc2n(c(=O)c1CCN1CCC(c3noc4cc(F)ccc34)CC1)CCCC2
  A: -6	B: 0.5	C: 1	D: 4	E: -1	F: -4	G: -1	H: 6

O=C(NC1CCC1)[C@H]1[C@H](CO)[C@H]2Cn3c(ccc(-c4ccccc4)c3=O)[C@H]2N1CC1CC1
  A: 1	B: -0.3	C: /	D: 0	E: /	F: -2	G: /	H: /

C[C@@H]1CCCCO[C@@H](CN(C)C(=O)CCC(F)(F)F)[C@@H](C)CN([C@@H](C)CO)C(=O)c2cc(NC(=O)CCC(F)(F)F)ccc2O1
  A: -2	B: /	C: 1	D: 1	E: 4	F: -8	G: -14	H: 3

O=C(CSc1ccc(F)cc1)Nc1cccc(S(=O)(=O)N2CCOCC2)c1
  A: -278	B: -0.2	C: 15	D: -1	E: -5	F: -10	G: 4	H: 1

Cc1ccc(NC(=O)N2CCN(C/C=C/c3ccccc3)CC2)cc1
  A: -11	B: /	C: /	D: -1	E: /	F: -7	G: -2	H: /

CCCC(=O)Nc1ccc(C(=O)Nc2cccc(OC)c2)cc1
  A: -13	B: 0.1	C: /	D: -2	E: /	F: 5	G: -3	H: /

3 structures already listed, ordered by formula weight, falling.
Short keys: A = RAD52 inh; B = E-sel inducer; C = esBAF inh; D = CASP6 VEID inh; E = PglD inh; F = ERp5 inh; G = ARNT-TACC3 inh; H = RAD54 branch
O=C(NC1CCC1)[C@H]1[C@H](CO)[C@H]2Cn3c(ccc(-c4ccccc4)c3=O)[C@H]2N1CC1CC1
  A: 1	B: -0.3	C: /	D: 0	E: /	F: -2	G: /	H: /

Cc1ccc(CN2CCNC(=O)C2CC(=O)N(C)CCc2ccccc2)cc1 (centres undefined)
  A: -23	B: 2.2	C: -2	D: -3	E: 11	F: 1	G: -19	H: 2

Cc1ccc(NC(=O)N2CCN(C/C=C/c3ccccc3)CC2)cc1
  A: -11	B: /	C: /	D: -1	E: /	F: -7	G: -2	H: /

(further entries)
Short keys: A = RAD52 inh; B = E-sel inducer; C = esBAF inh; D = CASP6 VEID inh; E = PglD inh; F = ERp5 inh; G = ARNT-TACC3 inh; H = RAD54 branch
Cc1nsc(N)c1C(=O)O
  A: 0	B: 0.0	C: 0	D: -1	E: /	F: 0	G: 0	H: /

O=S(=O)(NCc1ccc(F)cc1)c1ccc(-n2cccn2)cc1
  A: -6	B: /	C: 6	D: 0	E: -1	F: -3	G: 0	H: 0

O=C(CSc1nc2sc3c(c2c(=O)[nH]1)CCCC3)NCCO
  A: -38	B: -0.1	C: -3	D: 0	E: -7	F: -2	G: -7	H: -1

COc1ccc(OCC(=O)N/N=C(\C)c2cc3ccccc3o2)cc1
  A: -22	B: -0.1	C: /	D: 1	E: /	F: 2	G: 1	H: /

O=C(C[C@@H]1CC[C@H]2[C@@H](COC[C@@H](O)CN2C(=O)Nc2ccc(Cl)c(Cl)c2)O1)NCc1ccccc1
  A: -1	B: 0.3	C: 0	D: -2	E: 0	F: 1	G: 10	H: 2

O=C(COc1ccccc1)OCC(=O)c1ccc(S(=O)(=O)N2CCCCC2)cc1
  A: -12	B: -0.7	C: 0	D: -2	E: -10	F: -2	G: -4	H: 10

Cc1ccccc1S(=O)(=O)N1[C@H](C#N)[C@@H](c2ccc(C#CC3CC3)cc2)[C@@H]1CO
  A: -4	B: 0.1	C: 6	D: -1	E: -1	F: 4	G: -10	H: 6

C[C@@H]1CN([C@@H](C)CO)C(=O)c2cc(NC(=O)NC3CCCCC3)ccc2O[C@@H](C)CCCCO[C@@H]1CN(C)CC1CCCCC1
  A: /	B: 0.4	C: 3	D: /	E: 2	F: /	G: -1	H: 1

O=C(CSc1ccccc1C(=O)O)c1ccccc1
  A: -4	B: 1.4	C: 13	D: -1	E: -2	F: -6	G: -3	H: -4

COc1cccc(CNC(=O)c2ccc(C)c(S(=O)(=O)N3CCCCC3)c2)c1
  A: -12	B: /	C: /	D: 1	E: 0	F: 1	G: 0	H: 6

(continued)
Short keys: A = RAD52 inh; B = E-sel inducer; C = esBAF inh; D = CASP6 VEID inh; E = PglD inh; F = ERp5 inh; G = ARNT-TACC3 inh; H = RAD54 branch
CC(/C=C/C=C/c1ccccc1)=N/NC(=O)c1ccc2c(c1)OCCO2
  A: -12	B: 0.4	C: ?	D: -3	E: -2	F: 2	G: -11	H: -4

CNCCOc1ccccc1OC(C)C
  A: -4	B: /	C: /	D: 4	E: /	F: 3	G: 2	H: /

CC1CCN(CCCNC(=O)C2CCN(S(=O)(=O)N3CCC4(CC3)OCCO4)CC2)CC1
  A: -13	B: /	C: -6	D: -9	E: -2	F: 3	G: 2	H: 9

CC[C@H](C)[C@H](NC(N)=O)C(=O)Nc1ccc(S(=O)(=O)NC(C)C)cc1
  A: 2	B: -0.3	C: -4	D: 0	E: 6	F: -5	G: -7	H: -6

O=C(c1ccccc1)c1ccc(C(=O)O)c(C(=O)O)c1
  A: -12	B: /	C: 0	D: 0	E: -6	F: 8	G: 2	H: 1

Cn1nnnc1SCC(=O)NCc1cccs1
  A: /	B: /	C: 3	D: /	E: 3	F: /	G: -1	H: -7
